FBPA Giardia inh: inhibitors of Giardia lamblia fructose-1,6-bisphosphate aldolase; purified Giardia FBPA; Potency, µM (top dose mostly 59.6 µM), without a hit: at the highest dose activity, negative = inhibition, usual class: inhibitors; 290,000 compounds, 0.71% hits; AID 2451; further: potency means the concentration at half of the fitted maximal effect; on the % scale 0 is the no-effect control and ±100 the full control effect; nearly all actives have a fitted effect of over 55% in size
Target sequence (A8B2U2 whole entry, looked up): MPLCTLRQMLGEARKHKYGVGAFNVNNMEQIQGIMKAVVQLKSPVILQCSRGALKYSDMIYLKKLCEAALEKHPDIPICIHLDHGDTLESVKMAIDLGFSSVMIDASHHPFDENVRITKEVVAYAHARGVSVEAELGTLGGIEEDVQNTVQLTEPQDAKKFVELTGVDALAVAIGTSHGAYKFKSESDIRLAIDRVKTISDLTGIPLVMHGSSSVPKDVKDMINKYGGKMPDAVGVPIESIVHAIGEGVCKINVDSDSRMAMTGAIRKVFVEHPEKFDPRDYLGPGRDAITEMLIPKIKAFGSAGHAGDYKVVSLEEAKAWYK
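40 nM FBPA preincubated 10 min at RT with compound (up to 57.5 uM final), then substrate plus GAPDH/TPI/NAD/arsenate coupling and diaphorase/resazurin added. Fluorescence read after 20 min at RT, 525/598 nm.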
Cycloheximide cs: counter-screen for Shiga toxin inhibitors: cycloheximide protein synthesis inhibition | cell reporter, cycloheximide protein synthesis inhibition counterscreen | max response, % | AID 2314 | 300,000 compounds, 12% hits; in the data active means max response mostly above about 13%, no sharp cut-off; inactive means mostly below about 14%; further: read at 38.3 µM for the half of the compounds with a filed dose; 0% is about no effect
Pf growth 48h: P. falciparum growth inhibition at 48 hours (one generation); P. falciparum luciferase growth in erythrocytes, 48 h; Potency, µM (top dose mostly 28.7 µM), for the others: top-dose activity change, negative = inhibition, actives largely listed as inhibitors; 310,000 compounds, 5.9% hits; further: potency means the concentration at half of the fitted maximal effect; on the % scale 0 is the no-effect control and ±100 the full control effect
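First compound was added to culture medium, then infected red cells at 0.1% parasitemia and 2% hematocrit (final). After incubation at 37 C under 5% CO2, luciferase detection reagent was dispensed and light output recorded.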
Shiga inhibitor: Shiga toxin inhibition; Vero cells, Shiga toxin protein synthesis inhibition reporter; 290,000 compounds, 9.2% hits; inhibition, % at 38.7 µM; in the data active means inhibition mostly above about 28%, no sharp cut-off; inactive means mostly below about 43%; further: 0% is about no effect
HCV inhibitor: HCV inhibition. Huh7.5.1 HCVcc-Cre infection, luciferase reporter, 44 h. Potency, µM (doses to about 41.8 µM), inactives show at the highest dose activity change, negative = inhibition, actives largely listed as inhibitors. 340,000 compounds, 3.4% hits. AID 651820; further: potency means the concentration at half of the fitted maximal effect; on the % scale 0 is the no-effect control and ±100 the full control effect
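Whole-lifecycle infectious HCVcc-Cre system; cells 1,000/well, compound then virus (~0.5 moi) added 4 h after plating, 44 h culture. Luciferase read 15 sec following 15 min substrate incubation, room temp.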
Pf growth 96h: P. falciparum growth inhibition at 96 hour, primary screen for plastid delayed-death inhibitors. P. falciparum luciferase reporter growth, 96 h. 320,000 compounds, 6.9% hits. Potency, µM (highest dose often 28.7 µM), inactives show at the highest dose activity change, negative = inhibition, actives largely listed as inhibitors; further: potency means the concentration at half of the fitted maximal effect; on the % scale 0 is the no-effect control and ±100 the full control effect
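Compounds incubated with erythrocytes infected by luciferase-expressing P. falciparum (2% hematocrit, 0.05% parasitemia final) for 96 hours, 37 C in 5% CO2. Growth inhibition scored as decreased luciferase luminescence.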
* = called active by the depositor; ? = inconclusive; nt = not tested or not shown; & = joins results of further samples; [ ] = dose if it differs, or a comment. Unless noted, the call rests on the fitted dose curve; in most records, active means well fitted curve in the direction sought with a large enough effect; inconclusive means small, poorly fitted or top-dose-only effect, or another doubt; inactive means no such curve, though single readings can be large; an effect the other way counts as inactive or inconclusive.

entry | compound | Shiga inhibitor | Cycloheximide cs | Pf growth 48h
1 | CC1(C)CC2CC(C)(CN2S(=O)(=O)c2ccc(C(=O)Nc3cc(S(=O)(=O)N4CCOCC4)ccc3Cl)cc2)C1 (stereo unspecified) | 17 | -2 | 3.7µM*
2 | Cc1c(Br)c([N+](=O)[O-])nn1CC(=O)N1CCc2ccccc21 | -13 | -4 | 6%
3 | CCCc1c(O)nc(SCc2ccccc2)[nH]c1=O | -8 | -1 | 12%
4 | CC(NC(=O)COC(=O)Cc1ccc(-c2ccccc2)cc1)c1ccccc1 (stereo unspecified) | -3 | -1 | -2%
5 | Cc1nc(SCC(=O)Nc2cc(C)on2)c2c(C)c(C)sc2n1 | 12 | -2 | 32%[activator]
6 | CCCCC1=CC2=C(c3ccco3)C(=O)C(C)(OC(=O)c3ccc(OC)cc3)C(=O)C2=CN1c1ccc(OC)cc1 (stereo unspecified) | -7 | -4 | 12%
7 | CC(C)CNC(=O)c1ccccc1SCC(=O)NC12CC3CC(CC(C3)C1)C2 | -6 | 0 | ?
8 | COCCNC(=O)/C(C#N)=C/c1c(N2CCN(c3cccc(Cl)c3)CC2)nc2c(C)cccn2c1=O | -2 | -7 | 13µM*
9 | O=C(/C=C/c1cccs1)NC(=S)Nc1ccccc1 | 123* | 32* | 14%
10 | CCCC(C)NC(=O)COC(=O)c1cc(Br)c(Br)s1 (stereo unspecified) | -12 | 1 | -12%
11 | CC(=O)Nc1ccc(NC(=O)C2CCCN(S(=O)(=O)c3ccc(Cl)cc3)C2)cc1 (stereo unspecified) | -4 | -5 | 2%
12 | C/C(=N\Nc1ccc([N+](=O)[O-])cc1)c1ccc(N2CCOCC2)cc1 | -12 | -3 | 2%
13 | Cc1ccc(C(=O)Nc2cccnc2N2CCN(C)CC2)cc1 | -7 | -1 | -2%
14 | Cn1nc(C(C)(C)C)c(NC(=O)c2sccc2Cl)c1C(C)(C)C | 0 | 0 | ?
15 | CN(Cc1c(F)cccc1Cl)C(=O)c1cc2ccccc2o1 | 35 | 37* | 9%

entry | FBPA Giardia inh | Pf growth 96h | HCV inhibitor
1 | -4% | 2.6µM* | -28%&-22%
2 | 3% | 19% | 41%[activator]
3 | -6% | nt | 13%
4 | -3% | 4% | 15%
5 | 6% | 24% | -4%
6 | -26%[12.9 µM] | ? | -29%
7 | 5% | ? | 0%
8 | 5% | ? | ?
9 | -15% | -13% | 12%
10 | 4% | 39%[activator] | 12%
11 | 4% | -29% | 27%
12 | 0% | 95%[activator] | ?
13 | -4% | -14% | 11%
14 | 4% | ? | 1%
15 | 0% | -15% | -4%

Six of these compounds in a different format:
Under each structure: Shiga inhibitor, Cycloheximide cs, Pf growth 48h, FBPA Giardia inh, Pf growth 96h, HCV inhibitor
[4] CC(NC(=O)COC(=O)Cc1ccc(-c2ccccc2)cc1)c1ccccc1 (stereo unspecified)
  -3, -1, -2%, -3%, 4%, 15%
[1] CC1(C)CC2CC(C)(CN2S(=O)(=O)c2ccc(C(=O)Nc3cc(S(=O)(=O)N4CCOCC4)ccc3Cl)cc2)C1 (stereo unspecified)
  17, -2, 3.7µM*, -4%, 2.6µM*, -28%&-22%
[13] Cc1ccc(C(=O)Nc2cccnc2N2CCN(C)CC2)cc1
  -7, -1, -2%, -4%, -14%, 11%
[11] CC(=O)Nc1ccc(NC(=O)C2CCCN(S(=O)(=O)c3ccc(Cl)cc3)C2)cc1 (stereo unspecified)
  -4, -5, 2%, 4%, -29%, 27%
[6] CCCCC1=CC2=C(c3ccco3)C(=O)C(C)(OC(=O)c3ccc(OC)cc3)C(=O)C2=CN1c1ccc(OC)cc1 (stereo unspecified)
  -7, -4, 12%, -26%[12.9 µM], ?, -29%
[12] C/C(=N\Nc1ccc([N+](=O)[O-])cc1)c1ccc(N2CCOCC2)cc1
  -12, -3, 2%, 0%, 95%[activator], ?

(further entries)
entry | compound | Shiga inhibitor | Cycloheximide cs | Pf growth 48h
16 | CC1CN(C(=O)c2cc(S(=O)(=O)N3CCCCC3)ccc2Cl)CC(C)O1 (stereo unspecified) | nt | nt | -18%
17 | CCOC(=O)c1ccc(N2C(=O)C(CC(N)=O)N(NC(=O)c3cccc(F)c3)C2=S)cc1 (stereo unspecified) | 6 | -4 | ?
18 | COc1ccc(Nc2cc(C)c3c(O)cccc3n2)cc1 | 57 | 32* | 2.3µM*
19 | CCOC(=O)NC(=S)Nc1c(C)n(C)n(-c2ccccc2)c1=O | -11 | -2 | 8%
20 | COc1ccc(CCNC(=O)CSc2ccc3nnc(CCNC(=O)c4ccccc4)n3n2)cc1OC | -2 | -3 | 24%
21 | Cc1ccc(OCCC(=O)OCC(=O)N2c3ccccc3NC(=O)C2(C)C)cc1 | nt | nt | -1%
22 | CC(=O)NC(Cc1cccc(C)c1)C(=O)NC1CCN(C(=O)c2ccc([N+](=O)[O-])cc2)CC1 (stereo unspecified) | -8 | -2 | 26%
23 | Cc1c(N=Cc2c(O)n(Cc3ccc(F)cc3)c(=O)[nH]c2=O)c(=O)n(-c2ccccc2)n1C | -5 | -3 | nt
24 | COc1ccc(NC(=O)CN(C)C(=O)CCNC(=O)Nc2ccccc2)cc1 | nt | nt | 3%
25 | CC(O)CNC12CC3CC(CC(C3)C1)C2 (stereo unspecified) | -4 | -9 | ?
26 | O=C(NCc1ccncc1)/C(=C\c1ccc(F)cc1)NC(=O)c1ccccc1 | -2 | -3 | 10%
27 | FC(F)(F)c1cccc(NC(=S)NCCc2ccccn2)c1 | 15 | 18 | -23%
28 | CCOC(=O)N1CCN(C(=O)CS(=O)(=O)Cc2nc(-c3cccc(OC)c3)oc2C)CC1 | -13 | 0 | 1%
29 | CC(C)c1ccc(-c2noc(C3CCCN(S(C)(=O)=O)C3)n2)cc1 (stereo unspecified) | 64* | 40* | 37%[activator]
30 | CC(C)(C)NC(=O)CSc1nc2ccccc2n1-c1ccccc1 | -19 | 3 | ?

entry | FBPA Giardia inh | Pf growth 96h | HCV inhibitor
16 | nt | -28% | -2%
17 | ? | 26% | -12%
18 | ? | 1.7µM* | ?
19 | 1% | -2% | 5%
20 | nt | -16% | 6%
21 | nt | -1% | 10%
22 | 4% | ? | 19%
23 | 5% | ? | 1%
24 | nt | 40%[activator] | 18%
25 | -6% | ? | 12%
26 | 4% | ? | 1%
27 | -8% | ? | -24%
28 | 7% | 35%[activator] | -26%
29 | -9% | nt | ?
30 | -26% | nt | ?

Later entries
entry | compound | Shiga inhibitor | Cycloheximide cs | Pf growth 48h
31 | CCC(c1nnnn1C(C)(C)CC)N(CCN1CCOCC1)Cc1cc2cc(C)ccc2[nH]c1=O (stereo unspecified) | -9 | -2 | nt
32 | O=C(Nc1ccc(Cl)cc1)c1ccc(-n2cccn2)c([N+](=O)[O-])c1 | 30 | 24* | ?
33 | O=C1c2cccnc2C(=O)N1CO | 1 | 2 | 29%
34 | Cc1ccc(C)c(Nc2nc(-c3ccncc3)nc3ccccc23)c1 | -3 | 4 | 10µM*
35 | O=C1CCN(CCc2ccccc2)CCN1[C@H](CSc1ccccc1)Cc1ccccc1 | -2 | 3 | ?
36 | COc1cccc2c1O/C(=N\O)C(C(=O)Nc1ccc(C)cc1)C2 (stereo unspecified) | 22 | 13* | 14%

entry | FBPA Giardia inh | Pf growth 96h | HCV inhibitor
31 | -19% | ? | 1%
32 | -12% | ? | ?
33 | -16% | 0% | -9%
34 | 5% | -16% | 11µM*
35 | -2% | ? | -20%
36 | -6% | -18% | ?

Entries of single compounds, looked up by structure:
Cn1nc(C(C)(C)C)c(NC(=O)c2sccc2Cl)c1C(C)(C)C in the list: Shiga inhibitor: 0; Cycloheximide cs: 0; Pf growth 48h: ?; FBPA Giardia inh: 4%; Pf growth 96h: ?; HCV inhibitor: 1%
FC(F)(F)c1cccc(NC(=S)NCCc2ccccn2)c1 in the list: Shiga inhibitor: 15; Cycloheximide cs: 18; Pf growth 48h: -23%; FBPA Giardia inh: -8%; Pf growth 96h: ?; HCV inhibitor: -24%

Random excerpt: 3 compounds from above
entry | compound | Shiga inhibitor | Cycloheximide cs | Pf growth 48h
30 | CC(C)(C)NC(=O)CSc1nc2ccccc2n1-c1ccccc1 | -19 | 3 | ?
17 | CCOC(=O)c1ccc(N2C(=O)C(CC(N)=O)N(NC(=O)c3cccc(F)c3)C2=S)cc1 (stereo unspecified) | 6 | -4 | ?
32 | O=C(Nc1ccc(Cl)cc1)c1ccc(-n2cccn2)c([N+](=O)[O-])c1 | 30 | 24* | ?

entry | FBPA Giardia inh | Pf growth 96h | HCV inhibitor
30 | -26% | nt | ?
17 | ? | 26% | -12%
32 | -12% | ? | ?

Screens: PubChem, National Center for Advancing Translational Sciences (NCATS)
